High-throughput results (PubChem)
TrxR1 inh: rat TrxR1 inhibition; recombinant rTrxR1, NADPH fluorescence consumption, selenite substrate; O89049; Potency, µM (highest dose often 114 µM), for the others: at the top dose activity change, negative = inhibition, usual class: inhibitors; 390,000 tested, 1% active; note: % is set by controls: 0 for no effect and ±100 for the full control effect; nearly all actives have a fitted effect of over 65% in size
Target sequence (O89049 whole entry, looked up): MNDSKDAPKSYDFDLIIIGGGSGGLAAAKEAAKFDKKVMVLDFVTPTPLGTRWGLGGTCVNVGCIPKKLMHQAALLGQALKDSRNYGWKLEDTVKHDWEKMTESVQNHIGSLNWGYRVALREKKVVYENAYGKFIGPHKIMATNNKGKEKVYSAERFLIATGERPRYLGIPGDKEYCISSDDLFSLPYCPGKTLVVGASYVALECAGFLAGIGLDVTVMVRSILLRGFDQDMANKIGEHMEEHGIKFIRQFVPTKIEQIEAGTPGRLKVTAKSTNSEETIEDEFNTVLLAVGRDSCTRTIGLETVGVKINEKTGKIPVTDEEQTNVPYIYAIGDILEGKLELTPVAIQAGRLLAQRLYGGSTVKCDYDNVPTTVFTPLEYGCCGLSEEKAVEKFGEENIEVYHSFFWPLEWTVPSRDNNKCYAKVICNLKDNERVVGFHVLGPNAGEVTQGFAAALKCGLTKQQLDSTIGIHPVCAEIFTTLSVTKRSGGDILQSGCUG
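Rat TrxR1 (90 nM in the dispensed reagent) was pre-reduced with 400 uM NADPH for 5 min at room temperature, then incubated with compound for 15 min. After 400 uM selenite was added, NADPH fluorescence (Ex 340/Em 450 nm) was followed for 8 min.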
RGS4 inh: human RGS4 inhibition. Transcreener GDP fluorescence polarization, RGS4-accelerated GTP hydrolysis. Potency, µM (top dose mostly 114 µM), inactives show top-dose activity change, negative = inhibition, usual class: inhibitors. 390,000 tested, 0.039% active; note: % is set by controls: 0 for no effect and ±100 for the full control effect; nearly all actives have a fitted effect of over 75% in size; some results filed as inactive show a strong effect at the top dose
Target sequence (P49798 whole entry, looked up): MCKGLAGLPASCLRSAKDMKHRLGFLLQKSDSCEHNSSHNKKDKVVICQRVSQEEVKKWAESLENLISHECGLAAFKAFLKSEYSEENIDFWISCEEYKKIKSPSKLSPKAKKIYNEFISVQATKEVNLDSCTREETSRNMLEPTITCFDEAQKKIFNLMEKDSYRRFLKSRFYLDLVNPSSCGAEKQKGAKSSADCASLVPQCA
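MLSMR compounds (23 nl, pin-transferred) preincubated 10 min at room temperature with a 500nM (2x) first reagent, then RGS4 at 900nM (2x) plus Transcreener GDP mix added; fluorescence polarization (620/688 nm) read before and after 90 min at 30 °C.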
12-LOX inh: blocks human arachidonate 12S-lipoxygenase | 580,000 tested, 1.1% active | purified 12hLO, xylenol orange hydroperoxide absorbance | P18054 | Potency, µM (series often up to 108 µM), for the others: at the top dose activity change, negative = inhibition, hits mostly inhibitors | AID 1671190; note: % is set by controls: 0 for no effect and ±100 for the full control effect
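Purified human 12hLO at 150 nM in 25 mM Hepes, 0.01% Triton X-100, pH 7.0, preincubated 15 min at room temperature with compound. Reaction started with 40 uM arachidonic acid, 30 min at room temperature. Hydroperoxide measured by Fe-xylenol orange, 573/405 nm absorbance ratio.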
IDH1 R132H inh: inhibitors of human mutant IDH1 R132H | 390,000 tested, 0.093% active | AID 602179 | Potency, µM (titrated, usually from 76.6 µM), without a hit: at the highest dose activity change, negative = inhibition, actives largely listed as inhibitors | IDH1-R132H enzyme, NADPH consumption, diaphorase/resazurin fluorescence; note: % is set by controls: 0 for no effect and ±100 for the full control effect; nearly all actives have a fitted effect of over 65% in size
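IDH1-R132H (0.5 ug/mL) preincubated 30 min with compound, then NADPH (0.016 mM) and alpha-KG (2 mM) added; 80 min at RT, pH 7.5. Remaining NADPH coupled via diaphorase/resazurin to fluorescence (540/590 nm); concentration-response curves normalized to no-enzyme control.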
Vif-APOBEC3F blk: Vif-A3F binding inhibition. 390,000 tested, 0.2% active. Potency, µM (series often up to 46.1 µM), for the others: at the top dose activity, negative = active. HeLa A3F-eYFP + Vif (tagged APOBEC3F with the HIV-1 protein that degrades it), YFP fluorescence increase. AID 602313; note: % of control where 0% means no effect; nearly all actives have a fitted effect of over 65% in size
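HeLa cells stably expressing Vif plus C-terminally eYFP-tagged A3F were seeded, incubated overnight at 37 deg C, dosed with compound, incubated overnight again at 37 deg C. Yellow fluorescence (Ex 488/Em 500-530) reported blocked Vif-mediated A3F-eYFP degradation.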
RXFP1 agonist: activates the human relaxin receptor RXFP1. 370,000 tested, 0.3% active. Potency, µM (series often up to 57.5 µM), without a hit: top-dose activation, actives largely listed as activators. Q9HBX9. HEK293T-RXFP1 cAMP TR-FRET, 30 min; response scale: percent of porcine relaxin response, buffer zero; note: % is set by controls: 0 for no effect and ±100 for the full control effect; nearly all actives have a fitted effect of over 60% in size; many of its hits are not listed in these tables
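cAMP rise read by TR-FRET after 30 min, 37C compound exposure (up to 58 uM) in RXFP1-transfected HEK293 cells with Ro 20174 present. EC50 from Hill-equation fits, with 29 nM porcine relaxin as 100% and buffer as basal.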
USP1 inh: USP1/UAF1 (human) deubiquitinase inhibition. Potency, µM (series often up to 57.1 µM), inactives show top-dose activity change, negative = inhibition, actives largely listed as inhibitors. 390,000 tested, 0.23% active. recombinant USP1/UAF1, Ub-Rhodamine cleavage fluorescence. O94782; note: % is set by controls: 0 for no effect and ±100 for the full control effect; nearly all actives have a fitted effect of over 60% in size; inactives centre near -12
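Step one: compound is pinned into 1nM USP1/UAF1 in HEPES pH 7.8 buffer with TCEP. Step two: 15 min room-temperature incubation. Step three: Ub-Rho (150nM final) starts cleavage, tracked by fluorescence over six one-minute reads.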
Vif-APOBEC3G blk: Vif-A3G binding inhibition; Q9HC16; HeLa A3G-eYFP + Vif (tagged APOBEC3G with the HIV-1 protein that degrades it), YFP fluorescence, overnight; Potency, µM (doses to about 46.1 µM), for the others: at the highest dose activity, negative = active, actives largely listed as inhibitors; 410,000 tested, 0.076% active; AID 602310;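 note: % is set by controls: 0 for no effect and ±100 for the full control effect; nearly all actives have a fitted effect of over 60% in size; hits raise eYFP signal because A3G escapes Vif-driven loss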
Target sequence (Q9HC16 whole entry, looked up): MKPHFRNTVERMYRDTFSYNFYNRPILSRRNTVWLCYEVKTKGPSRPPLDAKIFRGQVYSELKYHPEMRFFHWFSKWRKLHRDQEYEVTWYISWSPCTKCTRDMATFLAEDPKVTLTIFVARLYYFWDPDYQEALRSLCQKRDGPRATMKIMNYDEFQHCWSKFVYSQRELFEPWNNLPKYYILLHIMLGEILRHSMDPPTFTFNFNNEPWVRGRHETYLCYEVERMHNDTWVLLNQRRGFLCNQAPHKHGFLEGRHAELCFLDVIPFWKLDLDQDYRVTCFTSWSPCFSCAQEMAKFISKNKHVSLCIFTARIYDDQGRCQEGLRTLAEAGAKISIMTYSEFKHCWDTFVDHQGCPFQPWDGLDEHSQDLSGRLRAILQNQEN
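HeLa cells stably expressing Vif and C-terminally eYFP-tagged A3G, seeded overnight at 37 deg C, then exposed to compound by pintool overnight at 37 deg C. Rise in yellow fluorescence (Ex 488/Em 500-530, Acumen) marks blocked Vif-driven A3G degradation.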
TrxR1 substrate: substrates of rat thioredoxin reductase 1. O89049. purified TrxR1 substrate turnover, NADPH consumption readout. Potency, µM (top dose mostly 114 µM), without a hit: at the highest dose activity change, negative = substrate turnover. 390,000 tested, 0.01% active; note: % is set by controls: 0 for no effect and ±100 for the full control effect; nearly all actives have a fitted effect of over 50% in size
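Rat TrxR1, dispensed at 90 nM, was prereduced with 400 uM NADPH (final) for 5 min at ~22 deg C, then incubated with compound 15 min before 400 uM selenite. A first-read NADPH fluorescence drop versus no-compound background flagged substrates.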
Starred values were filed as active, the others as inactive; i = inactive; ? = inconclusive; / = not tested or not shown; & = joins results of further samples; [ ] = another dose, or the depositor's remark. Calls come from the whole dose curve; as a rule, active = well fitted curve in the direction sought with a large enough effect; inconclusive = small, poorly fitted or top-dose-only effect, or another doubt; inactive = no such curve, though single readings can be large; an effect the other way counts as inactive or inconclusive. Potency is the fitted concentration of half-maximal effect. Only part of the results is shown. The share of hits here may be higher or lower than overall.

SMILES	TrxR1 inh	RGS4 inh	12-LOX inh	IDH1 R132H inh	Vif-APOBEC3F blk	RXFP1 agonist	USP1 inh	Vif-APOBEC3G blk	TrxR1 substrate
O=C(Nc1ccc(F)c(F)c1)C1CCCN(S(=O)(=O)c2cccc3nonc23)C1 (stereo not drawn)	-12%&-9%	27%&7%	?	-5%&-8%	?	1.8%&-2.2%	-5%&-19%	-12%&-15%	-7%&-5%
CCc1nccn1CCC(=O)N1CCCC(Nc2ccc(C(C)C)cc2)C1 (stereo not drawn)	-18%	9%	-21%	14%	0%	0.6%	2%	1%	-17%
Cc1cc(=O)oc(C)c1C(=O)Nc1cccc(F)c1	15%	0%	0%	-3%	-11%	-0.6%	-19%	1%	1%
CC(=O)N(c1ccc(N(C(C)=O)S(=O)(=O)c2cccs2)cc1)S(=O)(=O)c1cccs1	4%	3%	-10%	-1%	3%	1.2%	-28%	1%	5%
O=C1CCC(c2ccccc2)N1C(=O)c1cccnc1 (stereo not drawn)	16%	-1%	10%	3%	3%	2.7%	-6%	2%	5%
CCN1CCN(C(=S)NC(=O)c2cccc(Br)c2)CC1	-20%	-38%	?	6%	?	/	-14%	0%	-7%
Clc1ccc(-c2nc(Cc3ccccc3Cl)no2)cc1	3%	-41%	0%	2%	-2%	-0.7%	4%	0%	6%[57.1 µM]
O=c1c2ccccc2nnn1-c1ccccc1[N+](=O)[O-]	/	/	-44%	0%	1%	/	?	0%	/
CN1CCN(CC(=O)Nc2ccc(Oc3ccccc3)cc2)CC1	11%	17%	-1%	7%	-9%	1.5%	5%	0%	3%
CCN1C(=O)NC(c2ccc(Cl)cc2)C2=C1CCCC2=O (stereo not drawn)	18%	15%	0%	0%	-12%	2.0%	2%	0%	0%
COc1ccc(C(=O)NCCn2cc(SCC(=O)NCc3ccco3)c3ccccc32)cc1	-12%	-23%[11.4 µM]	-10%	13%	0%	3.3%	-9%	2%	-7%
CCOC(=O)C1=C(C)N(C)C(=O)NC1c1c(OC)ccc2ccccc12 (stereo not drawn)	18%	-30%	0%	7%	1%	0.5%	-15%	-11%	12%
CN1CCN(C(=O)c2cccc(NS(=O)(=O)c3ccc(Br)cc3)c2)CC1	-8%	-26%	-15%	1%	5%	1.5%	-12%	3%	-5%
NC(=O)N/N=C/c1ccc(-c2cccc(C(F)(F)F)c2)o1	3%	-1%	9%	-10%	-1%	1.6%	-19%	-12%	-9%
CCCCN(Cc1cc2ccccc2[nH]c1=O)S(=O)(=O)c1ccc(C)cc1	3%	-25%	312%[activator]	5%	4%	4.6%	-18%	-1%	-1%
Cc1cc(NC(=O)CCCN2C(=O)c3cccc4cccc(c34)C2=O)no1	29%[57.1 µM]	-4%	-2%	5%	3%	3.4%	-12%	4%	1%[57.1 µM]
CCCCC(=O)N1C/C=C\[C@H](c2ccc(OC)cc2)N(Cc2ccc(F)cc2)C(=O)[C@@H]1C	-8%[57.1 µM]	9%	?	20%	0%	/	-26%	1%	2%[57.1 µM]
CC(C)(C)C(=O)Nc1ccc(-c2cn3cccnc3n2)cc1	-16%	-17%[56.9 µM]	-12%	-10%	5%	30%	-9%	-2%	812%[activator]
Cc1ccc2c(c1)C(=O)C(=O)N2Cc1ccc(F)cc1	2%	?	?	4%	-12%	/	-14%	?	-10%
Cc1cc(C)c(S(=O)(=O)N2CCCC2=O)c(C)c1	16%[57.1 µM]	-10%	-3%	6%	2%	0.2%	?	2%	-2%[57.1 µM]
Cn1c(SCC(=O)NC(C)(C)C)nnc1-c1ccc(C(C)(C)C)cc1	21%	12%	0%	4%	1%	-2.7%	-4%	0%	7%
Cc1nc2sc(C(c3cccc(F)c3)N3CCCC(C)C3)c(O)n2n1 (stereo not drawn)	-14%	-16%	-16%	9%	3%	0.0%	-13%	0%	-9%
CCn1ncc(Br)c1C(=O)Nc1ccn(C23CC4CC(CC(C4)C2)C3)n1	-5%	-35%	-10%	-2%	-1%	1.6%	-22%	-1%	-9%
CC(C)c1cc(O)c(-c2ccccc2)c(=O)n1-c1ccc(Cl)cc1	36%[activator]	19%	250%[activator]	0%	-9%	14%	-8%	-5%	22%
CCOC(=O)C(C)/C(C)=N/NC(=O)CCC(=O)Nc1cc(C)ccc1C (stereo not drawn)	-7%[57.1 µM]	-6%	2%	1%	7%	1.5%	-1%	2%	-5%[57.1 µM]

Some entries already given with just RXFP1 agonist and 12-LOX inh.
Molecule,RXFP1 agonist,12-LOX inh
CCCCC(=O)N1C/C=C\[C@H](c2ccc(OC)cc2)N(Cc2ccc(F)cc2)C(=O)[C@@H]1C,/,?
CC(C)(C)C(=O)Nc1ccc(-c2cn3cccnc3n2)cc1,30%,-12%
Cc1ccc2c(c1)C(=O)C(=O)N2Cc1ccc(F)cc1,/,?

Continued:
SMILES	TrxR1 inh	RGS4 inh	12-LOX inh	IDH1 R132H inh	Vif-APOBEC3F blk	RXFP1 agonist	USP1 inh	Vif-APOBEC3G blk	TrxR1 substrate
C[C@@H]1CN([C@@H](C)CO)C(=O)CCCn2nncc2CO[C@@H]1CN(C)S(=O)(=O)c1cccc(F)c1	/	/	-41%	9%	2%	/	-27%	-8%	/
COc1ccc(NC(=O)c2nc(C)c(C3(C)CC(c4ccccc4)=NO3)s2)cc1 (stereo not drawn)	28%	7%	3%	3%	0%	0.1%	-16%	-25%	-3%
CC(C)C(=O)N1CCN(c2ccccc2NC(=O)c2ccc([N+](=O)[O-])o2)CC1	-12%	-4%	-6%	3%	1%	3.3%	-22%	-33%	0%
COc1ccc(NS(=O)(=O)c2ccc(F)c(F)c2F)cc1S(=O)(=O)N1CCOCC1	7%	-13%	i	0%	6%	-0.4%	0%	1%	3%
Cc1cc2nc(-c3ccccc3)cc(=O)n2[nH]1	10%[57.1 µM]	3%	?	7%	-5%	2.5%	-6%	0%	38%[activator][57.1 µM]
O=C(NNC(=O)c1ccc(S(=O)(=O)N2CCCCC2)cc1)c1ccccc1	17%[57.1 µM]	-9%	7%	1%	12%	0.0%	-13%	0%	-7%[57.1 µM]
COC(=O)c1ccc(Nc2nnc(-c3ccc(C)c(S(=O)(=O)NCC4CCCO4)c3)c3ccccc23)cc1 (stereo not drawn)	-7%[57.1 µM]	3%	-9%	2%	2%	0.5%	-13%	0%	17%
CCc1c(C)sc2nc3c(C(=O)N4CCOCC4)cc(C(=O)c4ccccc4O)cn3c(=O)c12	-5%	-38%	-18%	-1%	-2%	5.1%	-24%	-10%	-14%
CCN(c1ccccc1)S(=O)(=O)c1c(C)noc1C	-5%	30%	13%	-1%	?	1.0%	0%	2%	-6%
CCCC(=O)N1CCN(c2ccc([N+](=O)[O-])cc2Cl)CC1	6%	23%[11.4 µM]	4%	-7%	-7%	4.1%	-4%	0%	-7%
COc1cccc(C2c3c(oc4ccccc4c3=O)C(=O)N2CCCN(C)C)c1OC (stereo not drawn)	-18%	-3%	?	-3%	-6%	1.9%	8%	-4%	-7%
Cc1cccc(OCc2nnc(SCn3nnc4ccccc4c3=O)o2)c1	11%	-16%	0%	11%	/	1.7%	-22%	-1%	-2%
CC/C(=N/Nc1cccc(C)c1)c1cnnc(SC)n1	-4%	?	7.9µM*	4%	?	3.1%	?	-1%	-16%
O=C(COc1ccccc1Cl)NCc1ccncc1	-7%	-7%	0%	10%	/	0.8%	-14%	-4%	2%
CCc1nnc(NC(=O)CCS(=O)(=O)Cc2ccccc2)s1	-2%	6%	34%	-3%	16%	1.5%	2%	-1%	-2%
CC(C)C(=O)Nc1c2c(nn1-c1ccccc1)CSC2	35%	1%	12%	-5%	7%	0.6%	-20%	0%	3%
COc1cc(NS(=O)(=O)c2ccc(NC(=O)CN3C(=O)c4ccccc4C3=O)cc2)nc(OC)n1	0%	-14%	-7%	-4%	0%	0.9%	-4%	2%	-8%
O=C(Nc1ccc(N2CCN(C(=O)c3ccccc3)CC2)cc1)c1cc2ccccc2o1	14%[57.1 µM]	9%	15%	-2%	0%	0.5%	-17%	-28%	-2%[57.1 µM]
COc1ccc(N(Cc2nnc3n2CCCCC3)C(=O)Nc2ccccc2)cc1	6%[57.1 µM]	24%	1%	-2%	6%	0.8%	2%	-4%	6%[57.1 µM]
CCN(CC)c1cc2nc(C)n(Cc3ccccc3)c(=O)c2cc1NC(=O)C1CC1	4%[57.1 µM]	-14%[11.4 µM]	27%	-1%	2%	-0.4%	-16%	-1%	-7%
O=C(c1ccccc1)N1CCCC(C(=O)N2CCN(c3ccccc3)CC2)C1 (stereo not drawn)	4%[57.1 µM]	?	149%[activator]	9%	-6%	1.3%	-12%	2%	4%[57.1 µM]
C=CCNCc1cccn1-c1sc2c(c1C#N)CCCC2	?	-36%	-30%	8%	1%	-2.5%	-24%	4%	-3%
Cc1nnc(NC(=O)CSc2nc(C(C)C)nc3sc(C)c(C)c23)s1	-10%	-23%	-6%	-1%	-3%	6.2%	-8%	-1%	-8%
O=C(CNCC(=O)Nc1ccc(F)c(F)c1F)Nc1ccc(F)c(F)c1F	-8%	15%	-7%	1%	6%	2.1%	-22%	1%	6%
